Compound activity (PubChem BioAssay)
mIAP activ: activators of mouse IAP, primary screen, biochemical, luminescence, uHTS; intestinal alkaline phosphatase [Mus musculus]; muIAP, CDP-Star luminescence, 30 min; hits give high values; 1 = vehicle-only enzyme signal, 0 = enzyme-free wells; activation factor at 10 µM; 330,000 compounds, 0.24% hits; AID 2805, 2010;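 active = activation factor of at least 2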; also: the source names both 10 and 20 µM as test concentration; values of inactives mirror those of a sister screen read the other way
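System: mouse IAP enzyme. Reagent: CDP-Star chemiluminescent phosphatase substrate. Benchmarks: DMSO wells, no-enzyme wells. Times: 30 min enzyme-substrate-compound incubation at room temperature. Detection: luminescence from enzymatic CDP-Star hydrolysis. Doses: test compounds delivered from DMSO solution.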
mIAP block: inhibitors of mouse IAP, primary screen, biochemical, luminescence, uHTS; intestinal alkaline phosphatase [Mus musculus]; purified mouse IAP, CDP-Star luminescence, 30 min; inhibition, % at 10 µM; 330,000 compounds, 0.2% hits; AID 2806, 2010;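 active = inhibition of at least 40% at 10 µM in the primary screen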;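 also: plate controls were DMSO with enzyme for no effect and no enzyme wells for full effect; values of inactives mirror those of a sister screen read the other way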
APOBEC3A inh: APOBEC3A ssDNA deaminase inhibitors, primary screen, selectivity assay for APOBEC3G inhibitor project, biochemical, FAM/TAMRA oligo cleavage fluorescence. DNA dC->dU-editing enzyme APOBEC-3A (Homo sapiens), P31941. recombinant A3A, FAM/TAMRA ssDNA deamination fluorescence. inhibition, % at 20 µM. 330,000 compounds, 0.41% hits. AID 493011, 2011;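 active = at least 40% inhibition at 20 µM here, with at most 30% in a related deaminase screen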;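 also: plate controls were A3A with DMSO for no effect and wells lacking A3A enzyme for full effect; some results filed as inactive read as strong as hits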
tim10-1 inh: growth inhibitors of tim10-1 mutant yeast, primary screen, luminescence, uHTS. inhibition, % at 20 µM. AID 463190, 2010. 330,000 compounds, 2.2% hits. S. cerevisiae tim10-1 ts strain growth, BacTiter-Glo, 24 h;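 active = inhibition of at least 40%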;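 also: mutant grown at 25 °C; 0% = DMSO wells with yeast and 100% = wells holding no yeast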
NALP3 yeast inh: NALP3 inflammasome inhibitors in reconstituted yeast, primary screen, luminescence, uHTS; 330,000 compounds, 0.39% hits; Yeast reconstituted NLRP3/ASC/caspase-1, beta-gal luminescence, 24 h; AID 2825, 2010; inhibition, % at 10 µM;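 active = inhibition of 50% or more; inactive = inhibition below 50%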;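 also: plate controls were induced DMSO wells for no effect and uninduced yeast grown without galactose for full effect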
hIAP block: human IAP inhibitors, primary screen, biochemical, luminescence, uHTS | Intestinal-type alkaline phosphatase (Homo sapiens), P09923 | purified IAP, CDP-Star luminescence, 30 min | inhibition, % at 10 µM | 330,000 compounds, 0.12% hits | AID 2544, 2010;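 active = inhibition reaching a set limit with compound at 10 µM in the primary screen, cut at about 35% in these data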;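 also: plate controls were DMSO wells with enzyme for no effect and no-enzyme buffer wells for full effect; values of inactives mirror those of a sister screen read the other way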
Target sequence (P09923 whole entry, looked up): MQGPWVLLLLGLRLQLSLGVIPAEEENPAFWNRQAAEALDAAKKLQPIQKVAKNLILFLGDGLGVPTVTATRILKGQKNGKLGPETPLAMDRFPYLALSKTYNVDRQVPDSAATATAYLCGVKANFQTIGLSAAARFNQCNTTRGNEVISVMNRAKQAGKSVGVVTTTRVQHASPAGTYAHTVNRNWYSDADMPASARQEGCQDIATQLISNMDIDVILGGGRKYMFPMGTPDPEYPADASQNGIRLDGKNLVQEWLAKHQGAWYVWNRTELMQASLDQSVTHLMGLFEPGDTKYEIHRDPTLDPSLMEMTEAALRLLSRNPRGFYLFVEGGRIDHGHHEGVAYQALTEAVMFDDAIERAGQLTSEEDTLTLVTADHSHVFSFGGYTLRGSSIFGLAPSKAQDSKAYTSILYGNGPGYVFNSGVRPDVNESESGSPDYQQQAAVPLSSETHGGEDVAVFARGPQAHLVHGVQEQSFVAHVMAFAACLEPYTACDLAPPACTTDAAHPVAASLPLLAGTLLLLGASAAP
beta cell repl: inducers of MIN6 beta-cell proliferation, primary screen, ATP luminescence, uHTS. MIN6 cells proliferation, ATPlite luminescence, 48 h; cells starved in 0.2% serum; 100% = growth in 10% serum. proliferation, % at 10 µM. 330,000 compounds, 0.29% hits;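 active = compounds whose signal lies at least 3.5 SD above the mean of all wells on their plate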;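 also: 0% = DMSO-treated cells in low-serum medium and 100% = 10% serum control; some compounds called inactive have numbers as strong as hits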
TIM10 inh: growth inhibitors of isogenic TIM10 control yeast, primary screen, counter-screen for tim10-1 yeast inhibitor project, luminescence, uHTS; 330,000 compounds, 1.4% hits; inhibition, % at 10 µM; S. cerevisiae TIM10 strain growth, BacTiter-Glo luminescence, 24 h;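 active = inhibition of 40% or more at the single tested concentration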;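 also: wild-type TIM10 isogenic control strain grown at permissive 25 °C; 0% = DMSO yeast wells and 100% = minimal medium wells without yeast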
A3G deaminase: APOBEC3G DNA deaminase inhibitors, primary screen, biochemical, fluorescence, single-stranded DNA substrate, uHTS | inhibition, % at 20 µM | recombinant A3G, ssDNA deamination FAM/TAMRA fluorescence | DNA dC->dU-editing enzyme APOBEC-3G (Homo sapiens), Q9HC16 | 330,000 compounds, 0.28% hits;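 active = inhibition of at least 40% at 20 µM, with no more than 30% in the related APOBEC3A deaminase screen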;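 also: plate controls were DMSO wells with A3G for no effect and wells lacking A3G enzyme for full effect; some compounds called inactive have numbers as strong as hits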
Target sequence (Q9HC16 whole entry, looked up): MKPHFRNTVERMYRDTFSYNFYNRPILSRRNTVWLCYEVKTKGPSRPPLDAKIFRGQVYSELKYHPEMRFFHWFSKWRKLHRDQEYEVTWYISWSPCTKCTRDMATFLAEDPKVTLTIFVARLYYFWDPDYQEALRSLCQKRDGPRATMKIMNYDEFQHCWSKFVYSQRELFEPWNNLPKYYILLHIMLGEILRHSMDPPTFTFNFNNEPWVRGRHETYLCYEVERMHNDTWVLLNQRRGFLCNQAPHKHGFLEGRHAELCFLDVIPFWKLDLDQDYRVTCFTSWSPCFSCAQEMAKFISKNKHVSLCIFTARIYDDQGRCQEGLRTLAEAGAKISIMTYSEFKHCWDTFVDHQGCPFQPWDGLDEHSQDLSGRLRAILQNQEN
An asterisk follows results filed as active.

SMILES | mIAP activ | mIAP block | APOBEC3A inh | tim10-1 inh | NALP3 yeast inh | hIAP block | beta cell repl | TIM10 inh | A3G deaminase
COc1ccc(-n2c(=O)cc(N3CCc4ccccc43)[nH]c2=O)cc1 | 1 | -4 | 1 | 11 | 16 | 5 | -2 | 4 | 1
Cc1cc(C(=O)OCC(=O)N2CCc3ccccc32)c(C)o1 | 0.94 | 6 | -12 | 3 | 10 | -11 | -3 | -9 | -1
Cc1cc(Cl)ccc1NC(=S)NCc1ccc(F)cc1 | 1.4 | -35 | -1 | 28 | 21 | 15 | -5 | 5 | -4
CC1(C)Oc2ccc3ccc(=O)oc3c2C(N2CCCCC2)C1O (stereo not given) | 0.82 | 18 | -3 | 12 | 5 | 15 | 3 | 2 | -5
COC1=C(Nc2ccc(OC)cc2)C(=O)c2ccccc2C1=O | 0.95 | 5 | 3 | 40* | 20 | -20 | 0 | 1 | -3
CC(=O)N/C(=N/c1nc(C)cc(C)n1)Nc1ccc(C)cc1Cl | 0.92 | 8 | -2 | 33 | 15 | -4 | -3 | 22 | -9
CCC(C)(C)NC(=O)c1ccc2c(c1)N(CC(=O)OC)C(=O)C(C)(C)O2 | 1.1 | -7 | -3 | 17 | 5 | -6 | -4 | -2 | -7
Cc1ccc(C(=O)OC(C)C(=O)NC2CCCCC2C)cc1S(=O)(=O)N1CCOCC1 (stereo not given) | 1 | 0 | 0 | -6 | 14 | -13 | 5 | 1 | -8
CCOC(=O)C(O)(NC(=O)c1cccnc1)C(F)(F)F (stereo not given) | 0.97 | 3 | -3 | -11 | 13 | 1 | 5 | -2 | -3
O=[N+]([O-])c1cc(Br)c(O)c(C=Nc2ccc(N3CCOCC3)cc2)c1 | 0.95 | 5 | 5 | 14 | 43 | 7 | -4 | -4 | 11
Cc1nnc(SCC(=O)Nc2sc3c(c2C(=O)c2ccccc2)CCCC3)s1 | 0.92 | 8 | 4 | 12 | 11 | 11 | 0 | -20 | -8
Cc1ccc(Nc2c(-c3ccc(N4CCOCC4)cc3)nc3ncccn23)c(C)c1 | 1 | -3 | -3 | 23 | -2 | 12 | -1 | 23 | -5
CCC(C(=O)Nc1ncc(C)s1)c1ccccc1 (stereo not given) | 1.1 | -12 | -7 | -29 | 3 | 8 | 1 | -6 | -9
O=C(c1ccco1)N1CCN(S(=O)(=O)c2ccc([N+](=O)[O-])cc2)CC1 | 1 | 0 | -2 | 20 | -3 | -5 | 4 | 18 | -4
CN1CCCCCC1=Nc1ccccc1C#N | 1 | 0 | 1 | 1 | 23 | -14 | -1 | 0 | -3
O=C(NC1(C(F)(F)F)Oc2ccccc2O1)N1CCCC1 | 0.95 | 5 | -2 | 35 | 25 | 21 | -5 | 28 | -2
O=[N+]([O-])c1ccc(N2CCCC2)cc1NC(c1ccccc1)c1ccccc1 | 0.84 | 16 | 0 | 5 | 10 | -7 | -1 | -1 | 11
Cc1cccc(C(=O)NCc2nnc(SCC(=O)NC(C)c3ccccc3)n2C)c1 (stereo not given) | 0.95 | 4 | 17 | 5 | 10 | 9 | -1 | -3 | -1
CC(C)(C)c1cc(C(=O)N/N=C/c2ccc(F)cc2)n(-c2ccccc2)n1 | 0.91 | 9 | -2 | 51* | 1 | 4 | -4 | 45* | -2
COc1cc(CNCCN(C)C)c(Br)cc1OC1CCCC1 | 0.91 | 9 | 4 | 5 | 1 | -7 | -4 | -8 | -1
COc1ccc(NC(=O)CSc2ccc([N+](=O)[O-])cc2)cc1S(=O)(=O)N1CCOCC1 | 1.1 | -12 | -2 | -16 | 21 | -9 | 0 | -8 | -5
Cc1ccc(S(=O)(=O)N2CCN(CC3CC4C=CC3C4)CC2)cc1 (stereo not given) | 1 | -1 | -4 | -8 | 31 | -11 | 0 | 21 | -7
Cc1cc(NC(=O)c2ccc(S(=O)(=O)N3CCc4ccccc43)cc2)no1 | 0.99 | 1 | 0 | 18 | 12 | 11 | 4 | 18 | -10
COc1ccc(NC(=O)COC(=O)c2c3c(nc4ccccc24)CCCC3)cc1Cl | 1 | -3 | 0 | 20 | 8 | -1 | -3 | 30 | 2
COc1ccc(C2C(C#N)=C(N)N(N(C)C)C3=C2C(=O)CC(C)(C)C3)cc1OC (stereo not given) | 1 | -3 | -2 | 17 | 2 | -4 | -1 | 8 | 0
CC(C)C(C(=O)NC(C)(C)C)N(CCN1CCOCC1)C(=O)CNS(=O)(=O)c1ccccc1 (stereo not given) | 0.94 | 6 | -1 | -5 | 15 | 15 | -1 | -17 | 0
O=C(NCC1CCCO1)c1ccc(COc2ccccc2)cc1 (stereo not given) | 1 | -1 | -4 | 7 | 35 | 0 | -2 | 2 | -12
Cc1cc(=O)[nH]c(CN2CCC(c3ccccc3)CC2)n1 | 0.99 | 1 | 1 | -16 | -1 | -8 | -3 | -10 | -1
COc1ccc(/C=C/C(=O)C2C(=O)C=C(C)OC2=O)cc1O (stereo not given) | 0.77 | 24 | -3 | 29 | -5 | 10 | -4 | 29 | -15
COc1ccccc1C(C)NC(=O)c1ccccc1SCC(=O)N1CCCC1 (stereo not given) | 1 | -1 | 6 | -13 | 7 | -2 | 0 | 10 | -4
CCn1ncc(Br)c1C(=O)Nc1cccc(F)c1 | 1 | -5 | -2 | 13 | -22 | -12 | -2 | -12 | -4
Cc1ccc(CC(=O)NCCCc2ccccc2)cc1 | 1 | -4 | -4 | 12 | 16 | 0 | 0 | 23 | -5
COc1ccc(C(=O)CSc2ncnc3nc[nH]c23)cc1 | 0.9 | 10 | -3 | -9 | 6 | 1 | -2 | 9 | -9
Cc1noc(C)c1CSc1nnc2n(-c3ccccc3)c(=O)c3ccccc3n12 | 0.95 | 5 | 5 | -1 | -2 | 1 | -2 | -9 | 2
O=C1CCCC2=C1C(c1ccc(OS(=O)(=O)c3ccc(Cl)cc3)cc1)C1=C(CCCC1=O)O2 | 0.93 | 7 | -1 | 4 | 27 | -19 | -5 | 8 | -2
CCN(CC)C(=O)C(=O)c1cccn1-c1cccc(OC)c1C#N | 0.91 | 9 | -3 | 7 | 4 | -10 | 1 | 11 | -5
CC(C)Cc1nnc(NC(=O)CCC(=O)NC2CCCCCCC2)s1 | 1.1 | -5 | 0 | 4 | -7 | 0 | 0 | 14 | -3
COc1ccc(C(=O)C2CCCN(C(=O)c3ccc(F)cc3)C2)cc1OC (stereo not given) | 0.97 | 3 | -1 | 20 | 19 | 4 | -1 | -15 | -6
Cc1ccc(/C=N/NC(=O)c2cccs2)cc1[N+](=O)[O-] | 0.94 | 6 | 2 | -2 | 7 | 8 | -3 | 18 | -2
O=C(COC(=O)c1n[nH]c2ccccc12)Nc1ccccc1Br | 0.94 | 6 | 3 | -4 | 28 | -16 | -2 | 15 | -7
CCc1cccc(CC)c1NC(=O)NC1CCCCC1 | 1 | -2 | -5 | 7 | 14 | -3 | 0 | 1 | -4
COc1cccc(NC(=O)N2CCC(n3nnc4ccccc43)CC2)c1 | 0.94 | 6 | -1 | 12 | 11 | 4 | -1 | 0 | -2
CCC(=O)Nc1nn(C)c2nc3c(C)cccc3cc12 | 1.1 | -8 | -1 | 15 | 3 | -15 | -1 | 13 | -2
O=C(O)C1=C[C@@H](C2CC2)C[C@@H](OCCCCO)O1 | 0.98 | 2 | -1 | -14 | 7 | -2 | -1 | -11 | -6
Cc1nnc(SCC(=O)N/N=C/c2cc(Cl)c(O)c(Cl)c2)s1 | 0.88 | 12 | 0 | -10 | -14 | 8 | -2 | 1 | -2
O=C(NC1CCCC1)C1CCC(CNS(=O)(=O)c2ccccc2)CC1 (stereo not given) | 1 | -5 | 3 | 20 | 2 | -18 | 2 | 11 | 2
Cc1c(C(=O)NCC2CCCO2)oc2c(Cl)cccc12 (stereo not given) | 0.92 | 8 | -3 | 18 | 18 | 2 | 4 | 6 | -4
COCCNC(=O)CSc1ccccc1C(=O)O | 1 | -1 | -3 | 0 | 17 | 0 | -4 | -6 | -4
CCCC1O[C@@H]2CC3C4CCC5=CC(=O)C=C[C@]5(C)C4C(OC(C)=O)C[C@]3(C)[C@]2(C(=O)COC(C)=O)O1 (stereo not given in full) | 0.92 | 8 | 2 | 18 | -4 | 3 | -3 | 5 | -3
O=C(NCCc1ccccn1)c1cc2ccccc2o1 | 0.91 | 9 | 1 | -5 | 29 | -3 | -2 | -6 | -3
CC(C)(C)NC(=S)N/N=C/c1cc(Br)c(O)c(Br)c1 | 0.96 | 4 | 3 | 25 | 6 | 5 | -3 | 17 | -1
CC(=O)N(Cc1cc(=O)[nH]c2ccccc12)c1ccc(C)cc1C | 0.94 | 6 | 1 | 7 | 17 | 5 | 1 | 5 | -3

Of the compounds above, six have a Cl atom.
SMILES | mIAP activ | mIAP block | APOBEC3A inh | tim10-1 inh | NALP3 yeast inh | hIAP block | beta cell repl | TIM10 inh | A3G deaminase
Cc1cc(Cl)ccc1NC(=S)NCc1ccc(F)cc1 | 1.4 | -35 | -1 | 28 | 21 | 15 | -5 | 5 | -4
CC(=O)N/C(=N/c1nc(C)cc(C)n1)Nc1ccc(C)cc1Cl | 0.92 | 8 | -2 | 33 | 15 | -4 | -3 | 22 | -9
COc1ccc(NC(=O)COC(=O)c2c3c(nc4ccccc24)CCCC3)cc1Cl | 1 | -3 | 0 | 20 | 8 | -1 | -3 | 30 | 2
O=C1CCCC2=C1C(c1ccc(OS(=O)(=O)c3ccc(Cl)cc3)cc1)C1=C(CCCC1=O)O2 | 0.93 | 7 | -1 | 4 | 27 | -19 | -5 | 8 | -2
Cc1nnc(SCC(=O)N/N=C/c2cc(Cl)c(O)c(Cl)c2)s1 | 0.88 | 12 | 0 | -10 | -14 | 8 | -2 | 1 | -2
Cc1c(C(=O)NCC2CCCO2)oc2c(Cl)cccc12 (stereo not given) | 0.92 | 8 | -3 | 18 | 18 | 2 | 4 | 6 | -4

Rows were taken by chance; any-hit rate near 4.6%.
